MgcRacGAP inhibition: MgcRacGAP GTPase-activating activity inhibitors, confirmation, biochemical, ADP Hunter fluorescence | MgcRacGAP-stimulated Rac1 GTP hydrolysis, ADP Hunter fluorescence; higher % means a stronger effect; GST-tagged Rac1 F28L mutant substrate | inhibition, % at 30 µM; hits with a dose series show IC50 in µM | actives 0.6% (n = 340,000) | AID 624330;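 active = first-screen hits whose inhibition reached a set limit at any dose in the follow-up dose series; inconclusive = inhibition above the set first-screen limit but never retested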;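 note: fluorescence reports GDP produced by GAP-driven GTP hydrolysis; strong numbers were not always called active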
Siah-1 displacement: Siah-1 peptide-binding antagonists, primary screen, biochemical, fluorescence polarization, rhodamine-plectin, uHTS (AID 1817); Siah-1 / rhodamine-plectin peptide fluorescence polarization; higher % means a stronger effect; one-dose displacement, % at 20 µM; IC50 in µM for titrated hits; actives 0.02% (n = 290,000);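 active = displacement of at least 50% at 20 µM, with a fluorescence ratio check between 0.3 and a set limit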;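 note: plate controls were Siah plus tracer with DMSO for no effect and tracer alone without Siah for full effect; strong numbers were not always called active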
Dengue-2 NS5 capping: flavivirus cap methylation enzyme inhibition – biochemical, confirmation dose response, primary screen (AID 588689) | Dengue-2 NS5 methyltransferase capping enzyme assay, biochemical; higher % means a stronger effect | inhibition, % at 25 µM, or IC50 in µM where a hit was titrated | actives 0.3% (n = 340,000); in the data active = a potency from the dose series; inconclusive = inhibition above about 29% without an active follow-up result
RSV CPE inhibition: inhibition of RSV-induced cytopathic effect – HEp-2 cells, primary 10 µM value included (AID 2391); one-dose CPE inhibition, % at 10 µM; IC50 in µM for titrated hits; actives 0.13% (n = 310,000); HEp-2 cells, RSV-induced CPE inhibition; higher % means a stronger effect; in the data active = a potency from the dose series; inconclusive = CPE inhibition mostly from about 23% at the one dose, without a potency; inactive = the rest, 99 in 100 with CPE inhibition below about 21%; note: strong numbers were not always called active
LYP inhibition: inhibitors of LYP phosphatase, biochemical, fluorescence intensity, uHTS (AID 1779) | recombinant LYP phosphatase, fluorescence intensity; higher % means a stronger effect | inhibition, % at 11.5 µM, or IC50 in µM where a hit was titrated | actives 0.054% (n = 290,000); in the data active = inhibition above about 50%;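 note: plate controls were vehicle with enzyme for no effect and no enzyme for full effect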
XIAP displacement: XIAP antagonists, biochemical, IAP family, fluorescence polarization (AID 1018) | XIAP BIR domain, fluorescence polarization peptide displacement; higher % means a stronger effect | displacement, % at 20 µM; hits with a dose series show IC50 in µM | actives 0.007% (n = 200,000); in the data active = displacement above about 50%; note: a part of the inactive calls stands beside numbers as strong as those of hits
SV40 large T antigen: SV40 large T antigen inhibitors, biochemical (AID 1903); one-dose inhibition, % at 20 µM; IC50 in µM for titrated hits; actives 0.39% (n = 310,000); SV40 large T antigen ATPase/helicase inhibition assay; higher % means a stronger effect; in the data active = a potency from the dose series; inconclusive = inhibition mostly from about 32% at the one dose, without a potency; inactive = the rest, 99 in 100 with inhibition below about 32%; note: strong numbers were not always called active
HIV fusion peptide: inhibitors of HIV fusion peptide binding, primary screen, biochemical, uHTS, fluorescence dequenching (AID 1986). actives 0.3% (n = 290,000). inhibition, % at 20 µM; hits with a dose series show IC50 in µM. cell-free peptide binding, fluorescence dequenching, 30 min; higher % means a stronger effect; in the data active = inhibition mostly above about 52%, no sharp cut-off; inactive = mostly below about 76%; note: some results filed as inactive read as strong as hits
AID2073: disruptors of CaV2.2 binding to Mint1 – biochemical, HTRF (AID 2073). HTRF protein-protein interaction, Mint1-CaV2.2; higher % means a stronger effect. one-dose inhibition, % at 20 µM; IC50 in µM for titrated hits. actives 0.19% (n = 290,000); in the data active = inhibition mostly above about 51%, no sharp cut-off; inconclusive = no clear call, values can overlap the other calls; inactive = mostly below about 53%; note: some results filed as inactive read as strong as hits
Dengue-2 NS5 capping pilot replicate: recorded beside Dengue-2 NS5 capping, whose call it bears; inhibition, %; measured here: pilot screen replicate inhibition
* = called active by the depositor; ? = inconclusive; nt = not tested or not shown.

SMILES | MgcRacGAP inhibition | Siah-1 displacement | Dengue-2 NS5 capping | RSV CPE inhibition | LYP inhibition | XIAP displacement | SV40 large T antigen | HIV fusion peptide | AID2073 | others
COc1cc(NS(=O)(=O)c2ccc3ccccc3c2)c2ncccc2c1 | 7% | -8% | -6% | 5.0% | -3% | nt | 8% | -0.8% | 14%
O=C(CNS(=O)(=O)c1ccc(Br)s1)N1CCN(c2ccc(F)cc2)CC1 | 3% | 2% | -4% | 14% | -1% | nt | 15% | -0.2% | -6%
COc1ccc(NC(=O)Nc2ccc(OCc3ccccc3)cc2)cn1 | 1% | -3% | ? | 21% | 1% | nt | 3% | 7.0% | 3%
CCOc1ccc(NC(=O)CCNS(=O)(=O)c2ccc3c(c2)CCC(=O)N3)cc1 | 7% | 1% | -7% | 0.0% | -4% | -0.2% | 3% | 1.3% | -2%
Cc1ccc(CN=c2c([N+](=O)[O-])nn(-c3ccc(Cl)cc3)n2O)cc1 | 15% | 0% | -6% | ? | 1% | -9.6% | 9% | -2.9% | -7%
COc1cccc(CN2CC(C(=O)NCc3ncc(C)[nH]3)CCC2=O)c1 (stereo not drawn) | 8% | 13% | 7% | 1.8% | -7% | nt | 2% | -0.1% | 0%
COc1cc(/C=C2/C(=O)N(c3cccc(Br)c3)N=C2C)cc(OC)c1O | 22% | 9% | -25% | 1.3% | -1% | nt | 29% | 43% | -26%
COc1cc(/C=C2/C(=O)N(c3ccccc3)N=C2C)ccc1OS(=O)(=O)c1ccccc1 | nt | 4% | nt | 2.9% | 9% | -5.4% | 6% | 24% | 10%
Cn1ccnc1Sc1nc(Nc2cccc(Cl)c2)nc(N2CCOCC2)n1 | 5% | -6% | -1% | 16% | -4% | -7.2% | 4% | -4.0% | 8% | Dengue-2 NS5 capping pilot replicate=2.7
CN(c1ccc(C(=O)N2CCN(c3ccccc3F)CC2)cc1)S(=O)(=O)c1ccccc1 | 4% | 1% | -9% | 16% | -6% | nt | 1% | 0.3% | -2%
COc1ccc(S(=O)(=O)N(C)CC(=O)NC2CC2)cc1OC | 6% | -6% | -8% | 2.9% | -8% | nt | 8% | -0.3% | 7%
Cn1c(=O)c2c(nc(CN3CCN(C(=O)c4ccco4)CC3)n2CC(=O)C(C)(C)C)n(C)c1=O | 2% | 2% | -2% | 1.8% | -4% | nt | 6% | 1.7% | 6%
CC1=C(C(N)=O)C(c2ccc(Cl)cc2Cl)n2ncnc2N1 (stereo not drawn) | 4% | 3% | 3% | -0.9% | 4% | -6.0% | 5% | 0.0% | -2%
COc1ccc(C(=O)Nc2ccc(Cl)cc2C(=O)NCCO)cc1 | 1% | 8% | -5% | -1.3% | -2% | -1.1% | 12% | 0.9% | -2%
O=C(CC1Oc2ccccc2NC1=O)NCCc1ccccc1 (stereo not drawn) | 6% | 2% | -2% | -0.8% | -12% | -0.7% | 6% | -0.4% | 2%
COC(=O)c1c(-c2ccc(C)cc2)csc1NC(=S)NC(=O)c1cc(OC)cc(OC)c1 | 6% | 2% | -1% | 2.7% | 9% | -9.2% | -1% | 1.3% | 5%
Cc1cc(/C=N/n2cnnc2)c(C)n1-c1ccc(OCc2ccccc2F)cc1 | 12% | 1% | -9% | 0.4% | 6% | -4.1% | 8% | -0.6% | -5%
CCOc1ccccc1N1CC(C(=O)Nc2ccc(C(=O)O)cc2)CC1=O (stereo not drawn) | 9% | -6% | -2% | 2.1% | 0% | -3.5% | 0% | 0.4% | 50%
CC(C)C(C(=O)Nc1nccs1)c1ccccc1 (stereo not drawn) | 10% | 7% | 1% | 0.1% | -2% | -6.4% | 15% | -0.6% | -10%
COc1ccc(Cc2nnc(Nc3ccccc3)s2)cc1Br | -1% | 110% | 1% | 2.8% | -3% | nt | 1% | 5.3% | 13%
COc1ccc(C(=O)N2CCCC2(C#N)c2ccccc2)cc1[N+](=O)[O-] (stereo not drawn) | 9% | -2% | -3% | 8.1% | -8% | nt | 13% | -2.0% | 4%
CCn1cc([N+](=O)[O-])c(C(=O)Nc2ccn(Cc3ccccc3)n2)n1 | -6% | -1% | 5% | 1.7% | 0% | -1.3% | 3% | 2.0% | 8%
CCOC(=O)c1c(N)sc(C(C)=O)c1C | 6% | 5% | -1% | 6.5% | -2% | -5.3% | -2% | -2.2% | -19%
COc1ccc(OC)c(/C=N/NC(=O)C(=O)NCc2cccnc2)c1 | 1% | -4% | -2% | 1.1% | -2% | -5.1% | 8% | -2.0% | 4%
CCOC(=O)C1CCN(C(=O)CNC(=O)OC(C)(C)C)CC1 | 10% | 2% | -1% | 0.1% | -6% | -7.0% | 24% | -1.8% | 1%

Structural class: the compounds so far containing two or more sulfur atoms.
SMILES | MgcRacGAP inhibition | Siah-1 displacement | Dengue-2 NS5 capping | RSV CPE inhibition | LYP inhibition | XIAP displacement | SV40 large T antigen | HIV fusion peptide | AID2073 | others
O=C(CNS(=O)(=O)c1ccc(Br)s1)N1CCN(c2ccc(F)cc2)CC1 | 3% | 2% | -4% | 14% | -1% | nt | 15% | -0.2% | -6%
COC(=O)c1c(-c2ccc(C)cc2)csc1NC(=S)NC(=O)c1cc(OC)cc(OC)c1 | 6% | 2% | -1% | 2.7% | 9% | -9.2% | -1% | 1.3% | 5%

The list continues.
SMILES | MgcRacGAP inhibition | Siah-1 displacement | Dengue-2 NS5 capping | RSV CPE inhibition | LYP inhibition | XIAP displacement | SV40 large T antigen | HIV fusion peptide | AID2073 | others
CC(=O)C1=NOC(CNC(=O)c2c(-c3ccccc3Cl)noc2C)C1 (stereo not drawn) | 4% | -1% | -1% | 1.0% | -2% | -2.0% | 11% | -1.3% | -2%
C=CCn1c(SCC(=O)c2cc(C)n(CC3CCCO3)c2C)nnc1-c1ccccc1 (stereo not drawn) | 7% | 3% | -2% | 1.5% | -4% | -5.0% | 27% | 1.0% | -4%
C[C@H]1C=C(C(=O)NCc2nc3ccccc3[nH]2)O[C@@H](OCCCCO)C1 | 5% | nt | -6% | 0.0% | nt | nt | 7% | nt | nt
CN(C)CCN1C(=O)C(O)=C(C(=O)c2cc3ccccc3o2)C1c1ccc(N(C)C)cc1 (stereo not drawn) | 4% | -1% | -7% | 1.7% | 2% | -3.8% | 19% | 12% | 9%
Cc1c(N2C(=O)/C(=C\c3ccc(N(C)C)cc3)N(C)C2=S)c(=O)n(-c2ccccc2)n1C | 74µM* | -1% | -63% | 0.2% | 5% | -5.8% | 36% | 52%* | -2%
CC(NCc1ccc(N(C)C)cc1)C1CC2CCC1C2 (stereo not drawn) | 5% | 3% | -11% | -0.9% | -13% | -7.2% | 23% | -1.4% | -7%
CCOc1cccc(C(=O)Nc2cccc(-c3nnc(-c4ccccc4)o3)c2)c1 | 6% | 1% | -1% | 7.7% | -2% | 0.2% | 0% | -2.0% | 9%
COc1ccc(Cl)cc1NC(=O)CNc1ccccc1F | -4% | -1% | 7% | 1.1% | -1% | nt | 3% | 0.4% | 14%
COc1ccc(Cl)cc1NC(=O)[C@@H]1CCCN1C(=O)c1cccs1 | 4% | -1% | -7% | 2.2% | -9% | -6.5% | 2% | -0.9% | 2%
CCCNC(=O)Nc1nccs1 | 8% | 2% | -2% | 0.9% | -8% | -8.6% | -3% | -3.5% | -5%
Cc1cc(C2=NNC(=Nc3ccccc3)SC2)c(C)n1C | 13% | 31% | 2% | 1.1% | -15% | -4.6% | 13% | -4.2% | 39%
Cc1cc(=O)oc2cc(NC(=O)c3cccc(S(C)(=O)=O)c3)ccc12 | 8% | 11% | -1% | 4.2% | -10% | nt | 6% | 0.2% | 26%
O=C(NCc1nnc2c3ccccc3c(-c3ccccc3)nn12)c1ccc(Cl)cc1 | 13% | 2% | -22% | 66% | 9% | -1.9% | 8% | 0.4% | 0%
O=C(NCC1CCCCC1)C1(CC2CC(c3cccc(Br)c3)=NO2)CCNCC1 (stereo not drawn) | 7% | -1% | -6% | 14% | -11% | nt | 16% | -1.6% | 9%
CC(NC(=O)OC(C)(C)C)C(=O)Oc1cc2oc(=O)cc(-c3ccccc3)c2cc1Cl (stereo not drawn) | 7% | 2% | 3% | 8.4% | -6% | 1.2% | 17% | 4.9% | 45%
OC(CN1CCCCC1)Cn1c2ccc(Cl)cc2c2cc(Cl)ccc21 (stereo not drawn) | 14% | -1% | -5% | -5.4% | -9% | nt | 2% | -0.2% | 10%
O=C(O)C1CCCCC1C(=O)NCCc1c[nH]c2ccccc12 (stereo not drawn) | 7% | 1% | -6% | 0.5% | 5% | -2.5% | 2% | -1.7% | -2%
CCOn1c(=O)c(=O)n(O)c2ccccc21 | 0% | 12% | -4% | -0.6% | -3% | 0.6% | 9% | -1.6% | -4%
Cc1ccc(S(=O)(=O)N(C)C)cc1NC(=O)CN1C(=O)NC(Cc2c[nH]c3ccccc23)C1=O (stereo not drawn) | 6% | -4% | -3% | 0.0% | -5% | nt | nt | 0.1% | 6%
COc1cc(/C(C)=N/N2CCN(c3ccccc3OC)CC2)ccc1O | 208µM* | 3% | -5% | 1.3% | -10% | nt | 30% | -1.2% | 5%
O=C(Nc1nc2c(s1)CCCC2)c1cc(-c2ccccc2)nc2ccccc12 | 4% | -1% | -5% | 4.0% | -8% | -16% | 6% | -3.3% | 8%
Cc1ccsc1/C=C1\Oc2cc(OCC(=O)c3ccccc3)ccc2C1=O | 9% | 11% | 15% | 5.3% | -7% | -6.6% | 12% | 6.5% | 27%
COCCNC(=O)CSc1nc2cc3c(cc2c(=O)n1Cc1ccco1)OCO3 | 6% | 0% | 0% | -0.3% | 0% | -3.0% | 6% | 2.6% | -7% | Dengue-2 NS5 capping pilot replicate=-3.0
Cc1cc2cccc(C)c2nc1SCC(=O)NC1CCCCC1 | 3% | 2% | -4% | 1.4% | -6% | nt | 3% | -0.1% | 6%
CCCCNC1=C(Br)C(=O)CC(C)(C)C1 | 1% | 0% | -5% | 0.8% | -4% | -5.5% | 25% | -1.2% | 0%
SMILES | MgcRacGAP inhibition | Siah-1 displacement | Dengue-2 NS5 capping | RSV CPE inhibition | LYP inhibition | XIAP displacement | SV40 large T antigen | HIV fusion peptide | AID2073 | others
Cc1ccc(OC(=O)c2ccc(C)c(C)c2)cn1 | 3% | 8% | 9% | 1.4% | -3% | -3.9% | 6% | 0.5% | -7%
Clc1ccccc1N1CCN(Cc2ccco2)CC1 | 10% | 0% | -5% | 0.7% | -5% | nt | 1% | -1.1% | 1%
Cc1cccc(N2C(=O)CC(Sc3nc(C)c4c(n3)CCCC4)C2=O)c1 (stereo not drawn) | -6% | 1% | 10% | -0.3% | -3% | -11% | 3% | -2.7% | -2%
CCOC(=O)N1CCN(C(=O)c2noc(C(C)C)c2[N+](=O)[O-])CC1 | 2% | -4% | 0% | -0.1% | -7% | -5.8% | 13% | 1.7% | -2%
Cc1ccc(S(=O)(=O)NC(=NC2CCCCC2)c2ccc(F)cc2)cc1 | 5% | 4% | 2% | 1.1% | -3% | nt | -1% | 1.0% | 0%
CCCC(=O)N1CCN(c2ccc(C(=O)c3ccc(OC)c(Br)c3)cc2F)CC1 | nt | 8% | nt | nt | -4% | 1.6% | nt | -2.6% | 16%

Screening data deposited in PubChem by several laboratories.
